# STAT1 inh: STAT1 signaling inhibitors, primary screen, cell-based, HTS, luciferase reporter. AID 920, 2007. NIH 3T3 STAT1-luciferase reporter, IFN-gamma, luminescence. 200,000 compounds, 0.35% hits. inhibition, % at 5.5 µM;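 active means inhibition above a set limit, the mean inhibition across all tested compounds plus 3 SD, cut at about 34% in these data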;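 further: 0% = IFN-gamma with DMSO and 100% = IFN-gamma with 300 µM nifuroxazide; values of inactives mirror those of a sister screen read the other way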
# Diaph act CS: compounds boosting diaphorase resazurin reduction – biochemical, uHTS, resorufin fluorescence, counter-screen for diaphorase-coupled primary assays, primary screen; Diaphorase/resazurin coupled assay, 16 min; hits give high values; 1 = vehicle wells, 0 = NADH-free wells; 190,000 compounds, 0.005% hits; activation factor at 20 µM;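 active means diaphorase activity raised at least twofold by the compound at 20 µM; inactive means activation factor below 2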
#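 Assay system: Purified diaphorase enzyme from Clostridium kluyveri | Amount: Enzyme 0.07 U/mL final | Dosing: Compound 20 µM once, DMSO 1% | Timing: 16 min reaction at room temperature | Detection: Fluorescence, excitation 544 nm and emission 590 nm | Evaluation: Higher resorufin formation from activation or reduction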
# Hsp70 activator: Hsp70 transcriptional activators, primary screen, cell-based, HeLa, Hsp70 promoter luciferase, luminescence, 10 µM; AID 1203, 2008; activation, % at 10 µM; 200,000 compounds, 0.04% hits; HeLa Hsp70 promoter luciferase reporter; scaled: vehicle 0, proteasome-inhibitor control 100%;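 active means activation above the mean across all tested compounds plus 3 SD, cutoff set per campaign, cut at about 5.5% in these data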;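 further: 100% = MG132 at 30 µM as the positive control and 0% = DMSO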
# Diaph inh CS: diaphorase inhibitors and chemical oxidizers, primary screen, counter-screen for diaphorase-coupled primary assays, biochemical, uHTS, resorufin fluorescence | diaphorase resazurin-to-resorufin fluorescence, NADH, 16 min; bacterial (C. kluyveri) enzyme, not human | inhibition, % at 20 µM | 190,000 compounds, 0.69% hits | AID 1217, 2008;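 active means primary screen inhibition at 20 µM above a set limit, cut at about 50% in these data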;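 further: plate controls were DMSO with full reaction for no effect and wells lacking NADH for full effect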
#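 Detection: fluorescence of resorufin formed from resazurin, Ex 544/Em 590 nm; test system: Clostridium kluyveri diaphorase enzyme; amount: 0.14 U/mL diaphorase, enzyme working solution; times: 16-min room-temperature incubation before reading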
# G6PDH CS: L. mesenteroides G6PDH inhibitors, counter-screen for G6PDH-coupled screening assays, biochemical, Leuconostoc mesenteroides enzyme. inhibition, % at 5 µM. Purified L. mesenteroides G6PDH, diaphorase/resazurin coupled fluorescence, 45 min. 200,000 compounds, 0.12% hits. glucose-6-phosphate dehydrogenase [Leuconostoc mesenteroides]; in the data active means inhibition above about 50%
# STAT3 inh: IL-6 driven STAT3 reporter inhibitors, primary screen, U3A cells, luciferase, luminescence, MLSCN library; inhibition, % at 5.5 µM; 190,000 compounds, 0.89% hits; AID 862, 2007; IL-6 STAT3-luciferase reporter; host cell line lacks STAT1;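 active means inhibition above the mean inhibition across all screened compounds plus 3 SD, cut at about 44% in these data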;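 further: 0% = DMSO only wells and 100% = 100 µM nifuroxazide control wells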
# TLR4 MyD88 comp: inhibitors of TLR4-MyD88 association in cells, primary screen, cell-based, HeLa CL3-4, BLA complementation, FRET ratio | HeLa CL3-4 TLR4/MyD88 BLA complementation | AID 861, 2007 | Toll-like receptor 4 (Homo sapiens) + Myeloid differentiation primary response protein … | inhibition, % at 8.4 µM | 200,000 compounds, 0.18% hits; in the data active means inhibition above about 25%;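 further: 0% = vehicle and 100% = reference inhibitor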
# Target sequence (O00206 whole entry, looked up): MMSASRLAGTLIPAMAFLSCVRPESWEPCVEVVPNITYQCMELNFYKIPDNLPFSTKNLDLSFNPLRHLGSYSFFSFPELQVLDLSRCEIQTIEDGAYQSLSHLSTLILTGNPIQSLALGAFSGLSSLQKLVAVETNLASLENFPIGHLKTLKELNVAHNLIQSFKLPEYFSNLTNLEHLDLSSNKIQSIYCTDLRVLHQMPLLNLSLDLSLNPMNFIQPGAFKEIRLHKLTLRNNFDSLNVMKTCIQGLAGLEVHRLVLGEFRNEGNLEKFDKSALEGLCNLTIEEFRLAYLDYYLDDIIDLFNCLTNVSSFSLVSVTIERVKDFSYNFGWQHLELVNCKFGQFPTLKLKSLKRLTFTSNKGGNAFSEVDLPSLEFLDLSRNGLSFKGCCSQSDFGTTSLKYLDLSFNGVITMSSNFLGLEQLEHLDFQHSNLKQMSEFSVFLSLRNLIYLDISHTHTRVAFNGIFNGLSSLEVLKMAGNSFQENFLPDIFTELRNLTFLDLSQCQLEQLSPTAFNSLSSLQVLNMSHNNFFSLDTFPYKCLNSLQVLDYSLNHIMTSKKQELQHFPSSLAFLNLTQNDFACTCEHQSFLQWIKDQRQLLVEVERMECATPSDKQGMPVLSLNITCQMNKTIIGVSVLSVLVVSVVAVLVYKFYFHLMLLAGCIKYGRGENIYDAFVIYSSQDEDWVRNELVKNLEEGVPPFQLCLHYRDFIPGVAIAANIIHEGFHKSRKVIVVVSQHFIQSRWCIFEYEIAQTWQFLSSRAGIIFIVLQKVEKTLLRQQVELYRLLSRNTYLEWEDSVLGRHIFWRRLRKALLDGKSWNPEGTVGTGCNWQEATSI
# Target sequence (Q99836 whole entry, looked up): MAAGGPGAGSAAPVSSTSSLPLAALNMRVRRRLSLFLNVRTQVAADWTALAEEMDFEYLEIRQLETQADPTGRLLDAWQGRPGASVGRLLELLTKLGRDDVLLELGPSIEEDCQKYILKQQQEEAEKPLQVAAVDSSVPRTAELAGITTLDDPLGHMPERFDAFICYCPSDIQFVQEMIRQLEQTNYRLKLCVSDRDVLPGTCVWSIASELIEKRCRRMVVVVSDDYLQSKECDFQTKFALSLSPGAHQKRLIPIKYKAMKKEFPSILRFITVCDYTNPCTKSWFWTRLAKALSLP
# STAT1 act: STAT1 signaling activators, primary screen, cell-based, HTS, luciferase reporter; activation (% of control), % at 5.5 µM; 200,000 compounds, 2.6% hits; AID 932, 2007; NIH 3T3 STAT1-luciferase reporter, IFN-gamma, luminescence; 100% = IFN-gamma alone, no compound;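 active means activation above the screen-wide mean activation plus 3 SD, cut at about 130% in these data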;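 further: raw ratio to IFN-gamma control signal so 100% means no change and 0% no light; values of inactives mirror those of a sister screen read the other way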
# APP transl inh: inhibitors of APP translation via 5'UTR reporter, primary screen, APP 5'UTR luciferase, SH-SY5Y cells; 190,000 compounds, 0.82% hits; inhibition, % at 2 µM; AID 1285, 2008; SH-SY5Y APP 5'UTR-luciferase reporter, luminescence;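 active means inhibition above a set limit, derived from the sample mean plus 3 SD, cut at about 45% in these data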; further: values of inactives mirror those of a sister screen read the other way
# STAT3 act: IL-6 driven STAT3 reporter potentiators, primary screen, U3A cells, luciferase, luminescence, MLSCN library | IL-6 STAT3-luciferase reporter; 100% = signal with IL-6 EC80 alone | activation (% of control), % at 5.6 µM | AID 871, 2007 | 190,000 compounds, 0.91% hits;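 active means activation above the screen-wide mean of compound activation plus 3 SD, cut at about 130% in these data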;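 further: 0% = background luminescence of wells with medium and substrate only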
#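 Test system: human U3A cells carrying STAT3-luciferase construct; control set: IL-6-only wells as 100% reference; timing: compound pre-incubation 1 h before IL-6, then 6 h stimulation at 37 °C; also added: IL-6 stimulus at 33 ng/mL final; evaluation: % activation versus median of IL-6-stimulated wells; detection: reporter luminescence signal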
# Active calls of the source: *.
# Fields – STAT1 inh	Diaph act CS	Hsp70 activator	Diaph inh CS	G6PDH CS	STAT3 inh	TLR4 MyD88 comp	STAT1 act	APP transl inh	STAT3 act
c1cc2c(cn1)cnc1cscc12
    -1	1.1	-0.3	-6	-2	-3	-4	101	-14	103
O=C1CC(N(Cc2ccc3c(c2)OCO3)C(=O)Nc2ccc(F)cc2)C(=O)N1c1ccccc1 (configuration not stated)
    -7	1	0.0	-3	4	-4	-5	109	-6	106
Cc1cc(C)c2c(N)c(C(=O)NC3CCCC3)sc2n1
    -20	0.9	0.0	12	5	17	-6	119	-22	87
O=C1N=C(N2CCOCC2)S/C1=C\C=C/c1ccccc1
    -45	0.8	0.1	15	-1	-3	-1	141*	-108	112
CN(CC(=O)NC(=O)NCc1ccccc1)Cc1ccc(Cl)c(Cl)c1
    -2	0.8	-0.1	16	14	-4	1	102	7	107
Cc1ccc2c(C(=O)CN3CCCC3)c(C)[nH]c2c1
    0	0.9	0.1	5	-3	-4	-3	100	1	107
Cc1ccc(N(C(=O)Cn2nnc3ccccc32)C(C(=O)NC2CCCCC2)c2cn(C)nc2C)cc1 (configuration not stated)
    1	1.1	-0.5	-8	5	-2	0	99	-3	104
COCCNc1nc(SCC(=O)N2CCN(c3ccccc3)CC2)nc2ccccc12
    -10	1.1	-0.1	-8	-3	2	-8	109	1	101
CC(=O)NCCC(=O)Nc1nc(-c2ccccc2Cl)cs1
    2	1	-0.1	5	0	17	3	97	-27	91
Cc1ccsc1C(=O)N1CCCC(CCC(=O)NCc2ccccc2F)C1 (configuration not stated)
    -9	1	-0.1	-1	6	9	-2	107	-6	102
Cc1cccc(NC(=O)CCc2ccccc2)c1
    -7	1	0.7	-2	4	6	-16	108	-39	99
COc1ccc(-c2nc(C)sc2CC(=O)O)cc1
    0	0.8	-0.5	20	1	5	-3	100	2	97
COC(=O)c1cn(C(=O)c2ccc(Br)o2)c2ccccc12
    0	0.8	0.0	22	-21	7	10	101	-29	98
CCOC(=O)c1cc(-c2ccccc2)n(CC(=O)O)c1C
    -6	1	-0.4	-1	6	0	9	104	-18	104
CCCCNCC(=O)Nc1ccc(NC(=O)CNCCCC)cc1
    13	1	-0.2	3	6	-2	13	88	-11	106
CC1Cc2ccccc2N1C(=O)CSc1ncc(-c2ccc(F)cc2)n1C (configuration not stated)
    -36	0.9	-0.2	14	12	2	-1	133*	-104	97
CC(C)c1nnc(NC(=O)CCCC(=O)O)s1
    11	0.9	-0.4	8	0	2	7	90	-4	102
Cc1cnc(C(=O)Nc2ccccc2-c2ccc(C)o2)cn1
    -7	0.9	-0.4	8	-3	10	5	107	-3	92
CC(NC(=O)C1CCCN1S(=O)(=O)c1cccc2cccnc12)c1ccccc1 (configuration not stated)
    -5	0.9	-0.1	6	-1	-4	-3	105	-2	111
CCn1nnc(C(=O)O)c1C(=O)O
    -3	0.9	0.0	6	-20	-2	4	103	7	104

# Remaining list, next part:
# Fields – STAT1 inh	Diaph act CS	Hsp70 activator	Diaph inh CS	G6PDH CS	STAT3 inh	TLR4 MyD88 comp	STAT1 act	APP transl inh	STAT3 act
O=C(/C=C/c1ccccc1)Nc1ccc(Cl)cn1
    -60	0.9	1.6	13	19	9	-4	156*	-80	100
COc1cc(/C=C/C(=O)O)ccc1OCc1cnc(Cl)s1
    -4	1	-0.1	2	10	3	-2	104	9	99
Cc1ccc(-c2cc(C(=O)N/N=C/c3c(C)nn(C)c3C)c3ccccc3n2)c(C)c1
    3	0.6	-0.3	37	5	2	-3	97	-15	97
CCCNC(=O)CN(c1ccc(F)c(Cl)c1)S(C)(=O)=O
    7	0.9	0.2	14	0	5	-10	94	24	98
Cc1cccc(N(Cc2cc3ccccc3[nH]c2=O)S(C)(=O)=O)c1
    9	1.1	-0.3	-14	-6	-14	-9	93	-21	117
Cc1ncsc1CCSc1n[nH]c(=O)n1-c1ccccc1
    4	1	-0.5	1	26	14	-4	97	-2	91
O=c1c2ccccc2nc2ccc(NCc3ccco3)nn12
    -26	0.8	0.0	20	6	-5	-6	123	-65	104
CCSc1ccccc1C(=O)N1CCCC1
    5	1	-0.1	5	5	2	1	99	20	98
CCOc1ccc(C(=O)OCC(=O)c2c(N)n(C)c(=O)n(C)c2=O)cc1OCC
    11	0.9	-0.6	9	-8	11	-11	90	15	96
CC(=O)NC(Cc1c[nH]c2ccccc12)C(=O)OCC(=O)Nc1ccc2c(c1)OCO2 (configuration not stated)
    4	0.8	-0.3	19	13	12	-3	97	4	96
O=C(Nc1nncs1)C1(c2ccccc2)CCCC1
    -2	0.9	-0.1	11	-1	1	9	96	8	102
COc1ccc(NC(=O)CN(C)S(=O)(=O)c2ccc(Cl)cc2)c([N+](=O)[O-])c1
    -4	0.9	-0.4	10	-6	-3	3	104	-4	103
CCOc1cccc2sc(N(CCN(C)C)C(=O)c3ccc(Br)s3)nc12
    5	1.2	0.0	-16	1	29	8	94	11	83
O=C(Nc1ccc(Br)cc1)N1CCCCCCC1
    -8	0.8	-0.2	23	-3	12	-4	107	-30	98
CCc1c(C)[nH]c2ccc(C)cc2c1=O
    3	0.9	0.0	7	7	6	-4	97	-1	99
CCn1c(C)nc2cc(S(=O)(=O)C(F)(F)F)ccc21
    6	1	0.0	-2	-3	15	-2	98	-19	89
OC1(c2ccc(Cl)cc2)CCN(Cc2nc(-c3cnccn3)no2)CC1
    -3	0.9	0.1	13	13	10	-22	101	1	96
c1coc(-c2nnc3sc(Cc4cccs4)nn23)c1
    -7	0.7	-0.1	33	-2	-8	-8	106	-7	109
COCCCNC(=O)Cn1cc(C(=O)C2CC2)c2ccccc21
    -4	1	0.1	-3	2	-3	2	103	-3	106
CS(=O)(=O)n1nc(OC(=O)c2cccc3ccccc23)cc1N
    32	0.9	0.2	15	2	-19	11	71	-8	121

# New compounds follow.
# Fields – STAT1 inh	Diaph act CS	Hsp70 activator	Diaph inh CS	G6PDH CS	STAT3 inh	TLR4 MyD88 comp	STAT1 act	APP transl inh	STAT3 act
O=C1Nc2c(c(=O)[nH]c(=O)n2-c2ccccc2)C(C(F)(F)F)(C(F)(F)F)N1
    -3	0.9	-0.3	6	0	0	9	103	-14	97
CCOC(=O)CN1C(=O)C2(OCCCO2)c2ccccc21
    -5	0.8	0.9	22	4	-5	-2	104	-14	106
O=C(O)CCCCCn1c(SCC(=O)c2ccc(O)c(O)c2)nc2ccsc2c1=O
    7	0.5	-0.3	50	9	-4	-18	94	-7	107
Cc1ccc(CN=C2Nc3ccccc3CS2)cc1
    -2	0.9	-0.4	14	2	59*	-3	102	-143	57
COc1ccc2nc(SCC(=O)NCC(F)(F)F)[nH]c2c1
    -9	1.2	-0.3	-16	9	5	-3	107	-15	97
CC1=NN(C(=O)CCc2ccccc2O)C(O)(C(F)(F)F)C1 (configuration not stated)
    1	0.9	-0.1	13	-9	9	-6	99	9	94
Cc1ccc(C2=NNC(=O)C(P(=O)(c3ccccc3)c3ccccc3)C2)cc1 (configuration not stated)
    -2	0.9	-0.2	5	2	2	-4	100	4	101
Cc1cccc(NC(=O)CCOc2ccccc2)c1
    -7	0.9	0.0	8	-7	1	-5	106	-34	102
Cc1nnc(NC(=O)NC(C)N2C(=O)C3C4C=CC(C4)C3C2=O)s1 (configuration not stated)
    -3	0.8	-0.5	18	6	15	-10	103	-1	95
COc1ccc(Nc2nc(N)nc(CSC(=S)N3CCOCC3)n2)cc1
    -49	0.9	0.0	11	6	-10	12	142*	-12	113
S=C1Nc2ccccc2Sc2ccc(Cl)cc21
    8	1.1	-0.2	-7	7	-22	-16	93	-12	116
CCCCSc1nc(O)c(Cc2ccccc2)c(=O)[nH]1
    6	0.9	0.1	12	6	8	0	94	-4	97
c1ccc(-c2csc3nnc(SCc4ccc5c(c4)OCCO5)n23)cc1
    17	0.8	0.1	22	-2	7	-8	93	0	96
CCN1CCN(C(=O)CN(c2cc(OC)ccc2OC)S(C)(=O)=O)CC1
    -3	1.1	-0.3	-9	4	1	9	103	13	103
O=C(NN=C1C2CC3CC(C2)CC1C3)c1cc(Cl)ccc1O
    2	0.9	0.4	6	-1	8	5	99	0	101
O=C(Cn1c(CN2CCCCC2)nc2ccccc2c1=O)NCc1ccco1
    4	0.9	-0.5	9	8	13	1	97	3	94
CCCN(CCC)S(=O)(=O)c1ccc(C(=O)Nc2cc3oc4ccccc4c3cc2OC)cc1
    2	0.9	0.0	13	10	-6	-15	98	-24	105
Cc1cccc(C2NC(=O)c3c(sc(C)c3C)N2)c1O (configuration not stated)
    -10	0.9	0.5	15	4	-14	-7	109	-4	117
O=c1c(Cc2ccc(F)cc2)c(O)ccn1Cc1cccc(Cl)c1
    -6	0.8	-0.2	16	-3	9	0	105	-15	97
CCc1[nH]c(=O)c(C#N)c2c1CCCC2
    -1	1.1	-0.1	-10	-2	3	-9	101	-5	100

# Going on with the list.
# Fields – STAT1 inh	Diaph act CS	Hsp70 activator	Diaph inh CS	G6PDH CS	STAT3 inh	TLR4 MyD88 comp	STAT1 act	APP transl inh	STAT3 act
CCCc1cc(C(=O)Nc2cccnc2)no1
    -6	1.1	-0.3	-6	4	-8	-12	106	2	111
COc1ccc(/C=N/NC(=O)c2ccc(CSc3nc(C)cc(C)n3)cc2)cc1O
    -2	0.9	0.1	11	-6	-7	-3	102	-3	105
Cc1cc2nc(-c3cccnc3SCC(=O)NC3CC3)[nH]c2cc1C
    -26	1	-0.4	3	0	-13	13	121	-41	111
COC(=O)CNC(c1ccccc1)c1cc(Br)ccc1NS(=O)(=O)c1ccc(C)cc1 (configuration not stated)
    -9	0.8	-0.1	24	6	-7	12	108	16	111
CCOC(=O)N1CCN(C(=O)CNC(=O)Cc2ccc(Cl)cc2)CC1
    -5	0.9	0.0	11	-5	-1	-1	103	35	103

# Only Diaph act CS and STAT3 inh, for some of the entries so far:
SMILES,Diaph act CS,STAT3 inh
COC(=O)CNC(c1ccccc1)c1cc(Br)ccc1NS(=O)(=O)c1ccc(C)cc1 (configuration not stated),0.8,-7
CCOC(=O)N1CCN(C(=O)CNC(=O)Cc2ccc(Cl)cc2)CC1,0.9,-1

# No enrichment for hits; overall some 6.1% were active at least once.
